RBBP9 inh: human RBBP9 inhibitors, primary screen, biochemical, fluorescence polarization, FP-Rh probe, HTS; Serine hydrolase RBBP9 (Homo sapiens), O75884; recombinant RBBP9; inhibition, % at 7.94 µM; actives 0.2% (n = 220,000); AID 1515, 2009;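 active = inhibition above the campaign mean of all tested compounds plus 3 SD, cut at about 14% in these data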;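 note: plate controls were DMSO wells with RBBP9 for no effect and wells lacking RBBP9 protein for full effect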
Target sequence (O75884 whole entry, looked up): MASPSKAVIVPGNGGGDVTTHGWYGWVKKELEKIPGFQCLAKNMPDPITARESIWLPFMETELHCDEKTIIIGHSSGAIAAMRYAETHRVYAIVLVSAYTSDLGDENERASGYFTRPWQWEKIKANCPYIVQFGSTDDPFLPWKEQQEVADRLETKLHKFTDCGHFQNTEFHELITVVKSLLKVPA
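System: RBBP9 protein / Buffer or medium: Tris/NaCl buffer pH 8.0 with 0.1% Pluronic / Probe or stimulus: Serine-hydrolase probe FP-Rh, 375 nM pre-mixing / Dosing: 7.94 µM single dose, 0.794% DMSO / Times: enzyme-compound preincubation 30 min, then probe labeling 45 min, 25 °C / Technique: fluorescence polarization (mP), excitation 525 nm, emission 598 nm / Replication: singlicate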
Ba/F3 V617F tox: reduced viability of JAK2V617F-dependent Ba/F3 cells, primary screen, JAK2V617F inhibitor project, cell-based, Ba/F3 EpoR-JAK2V617F, luminescence; actives 1.1% (n = 220,000); inhibition, % at 5.6 µM; ATP luminescence;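 active = inhibition above the campaign mean plus 3 SD over all tested compounds, cut at about 24% in these data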;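 note: cytokine-independent growth of Ba/F3 cells driven by EpoR plus mutant JAK2; 0% = DMSO-treated cells and 100% = JAK inhibitor I control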
BaF3 tox: parental Ba/F3 cell viability inhibition, counter-screen for JAK2V617F inhibitor project, murine pro-B, CellTiter-Glo luminescence; CellTiter-Glo ATP luminescence; inhibition, % at 5.6 µM; actives 1.1% (n = 220,000);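 active = inhibition above a per-campaign cutoff, the mean inhibition of all tested compounds plus 3 SD, cut at about 27% in these data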;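 note: 0% = DMSO wells and 100% = JAK Inhibitor I control wells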
TRPML3 ag: human TRPML3 channel agonists, primary screen, cell-based, HEK293 TRPML3-YFP, Fluo-8 calcium fluorescence, 3 µM | Mucolipin-3 (Homo sapiens), Q8TDD5 | 100% = the carbachol control signal | activation, % at 3 µM | actives 0.29% (n = 220,000) | AID 1448, 2008;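 active = activation above its plate's cutoff, the mean activation of the plate's test wells plus 3 SD, cut at about 12% in these data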;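 note: 0% = DMSO only wells and 100% = carbachol wells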
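Test system: HEK293 cells stably carrying human TRPML3-YFP; Doses: single dose, 3 µM final nominal compound, 0.3% DMSO final; Schedule: dye loading 1 h 37 °C then 30 min ambient, 125 s read; Technique: Fluo-8 calcium fluorescence; Benchmarks: high control carbachol 87 µM, low control DMSO.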
CHOP inhibitor: inhibitors of CHOP promoter induction, primary screen, cell-based, unfolded protein response, luciferase reporter; CHO-K1 CHOP-promoter luciferase, tunicamycin-induced, 15-18 h; inhibition, % at 10 µM; actives 3.8% (n = 220,000);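 active = compounds that reduced the stress-induced luciferase reporter signal by more than about 70% of percent inhibition, limit read from the data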;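 note: 0% = tunicamycin plus vehicle and 100% = wells without tunicamycin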
TNF necrop inh: inhibitors of TNF-alpha triggered necroptosis, primary screen, cell-based, Jurkat FADD-/-, single concentration | Jurkat FADD-/- TNF necroptosis rescue, ATP luminescence, 24 h; 0 = TNF only, 100 = no-TNF cells | activation (protection from cell death), % at 10 µM | actives 0.068% (n = 220,000) | AID 463075, 2010;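 active = activation, meaning protection from cell death, of at least 50% relative to plate controls; inactive = activation below 50%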;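 note: necroptosis triggered by 40 ng/mL TNF-alpha added together with compound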
Wee1 degr inh: Wee1 degradation inhibitors, primary screen, cell-based, HeLa, Wee1K328M-luciferase, luminescence. Wee1-like protein kinase (Homo sapiens), P30291. HeLa Luc-Wee1K328M stability; 100% = proteasome inhibitor MG132 effect. reporter increase, % at 5 µM. actives 1.2% (n = 220,000). AID 1321, 2008;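 active = activation above the mean of all tested compounds plus 3 SD, set per screening run, cut at about 8.8% in these data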;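 note: cells exposed to compound for 20 h before luminescence read; 0% = DMSO alone and 100% = MG132 at 30 µM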
Target sequence (P30291 whole entry K328M): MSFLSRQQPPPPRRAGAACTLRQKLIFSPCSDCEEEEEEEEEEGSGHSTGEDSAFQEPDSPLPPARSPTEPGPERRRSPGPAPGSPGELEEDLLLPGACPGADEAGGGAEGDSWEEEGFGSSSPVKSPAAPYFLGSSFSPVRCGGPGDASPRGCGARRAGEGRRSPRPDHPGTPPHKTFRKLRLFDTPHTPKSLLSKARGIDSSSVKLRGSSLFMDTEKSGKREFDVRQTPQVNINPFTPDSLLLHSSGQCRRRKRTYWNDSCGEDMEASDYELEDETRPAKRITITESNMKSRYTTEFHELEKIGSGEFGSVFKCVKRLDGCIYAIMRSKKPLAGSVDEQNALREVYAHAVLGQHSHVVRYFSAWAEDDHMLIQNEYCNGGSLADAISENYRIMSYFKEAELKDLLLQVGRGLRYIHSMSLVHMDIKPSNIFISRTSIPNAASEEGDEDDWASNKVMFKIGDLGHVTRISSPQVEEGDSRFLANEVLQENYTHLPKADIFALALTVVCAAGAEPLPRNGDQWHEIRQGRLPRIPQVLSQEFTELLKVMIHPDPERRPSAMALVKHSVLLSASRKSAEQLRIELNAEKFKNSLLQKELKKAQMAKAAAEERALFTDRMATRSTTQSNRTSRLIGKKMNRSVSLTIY
PPC-1+TRAIL kill: compounds killing PPC-1 cancer cells with TRAIL present, primary screen, TRAIL potentiator project, ATPLite luminescence, uHTS. PPC-1 cells + TRAIL, ATPLite viability luminescence. actives 0.41% (n = 220,000). cell killing (% activity), % at 4 µM. AID 1443, 2008;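 active = cell killing above 50% in the first pass at 4 µM, then a duplicate retest at 5 µM averaging 50% or more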;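 note: plate controls were cells with TRAIL plus DMSO for no effect and medium-only wells lacking cells for full effect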
zfTRPN1 agonist: zebrafish TRPN1 channel agonists, primary screen, cell-based, HEK293, calcium fluorescence | activation, % at 3 µM | actives 0.18% (n = 220,000) | HEK293 zebrafish TRPN1-YFP, Fluo-8 calcium fluorescence; 100% = response to 87 µM carbachol;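 active = activation above its plate's cutoff, the mean activation of test wells on that plate plus 3 SD, cut at about 19% in these data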;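 note: 0% = DMSO alone and 100% = 87 µM carbachol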
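Control set: carbachol 87 µM as high control, DMSO as low control; system: HEK293 stable line with zebrafish TRPN1-YFP; read-out: % activation versus carbachol response; detection: intracellular calcium fluorescence with Fluo-8; doses: single test compound dose, 3 µM nominal, 0.3% DMSO; schedule: dye 1 h 37 °C plus 30 min RT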
Numbers without * were called inactive; . = no result given.

SMILES | RBBP9 inh | Ba/F3 V617F tox | BaF3 tox | TRPML3 ag | CHOP inhibitor | TNF necrop inh | Wee1 degr inh | PPC-1+TRAIL kill | zfTRPN1 agonist
Cc1ccc(NC(=O)C2CCCN2C(=O)NC2CCCCC2)cc1 (configuration not stated) | -11 | 1 | 5 | 0.5 | 6 | -0.2 | -4 | 14 | 1.4
COc1cccc2c1C(=O)CC2NC(=O)C(F)(F)F (configuration not stated) | -6 | -2 | 1 | 0.4 | -5 | -2.9 | -1 | 12 | 0.9
O=C(Nc1ccc(OCc2ccccc2)cc1)Nc1ccccc1C(=O)NCCCN1CCOCC1 | -9 | 0 | 5 | 0.7 | -9 | 2.9 | -1 | 19 | 1.4
O=C1/C(=C/c2ccc(F)cc2)SC(=S)N1Nc1ncc(C(F)(F)F)cc1Cl | 4 | 1 | 3 | 1.3 | 50 | -2.7 | -1 | 16 | 1.1
CCOC(=O)/C=C1\SCC(=O)N1CC(=O)NCCOC | -5 | -1 | 5 | 0.9 | 9 | -0.9 | 0 | 26 | 1.7
COC(=O)NC(=S)Nc1ccc(Oc2ccc(Cl)cc2)c(Cl)c1 | -11 | -1 | 5 | 0.9 | 67 | -2.2 | -3 | 4 | -0.1
O=C(CSc1nc(-c2ccc(F)cc2)cc(C(F)(F)F)n1)NCc1ccco1 | -9 | 6 | 7 | 1.2 | 62 | -1.3 | 0 | 22 | -0.4
CN(C)CCCSc1nc(-c2ccccc2)nc2c1CCC2 | -3 | -2 | -2 | 0.5 | 9 | 3.6 | 2 | 16 | 0.0
CC(C)c1ccc(NCCC(=O)c2cccs2)cc1 | 2 | -1 | 4 | 0.7 | 27 | 4.1 | 4 | 10 | -0.5
Cc1nc([N+](=O)[O-])c(C(=O)OCc2ccc(C#N)cc2)n1C | -7 | -3 | -2 | 1.2 | -7 | 1.6 | -2 | 10 | 0.3
O=S(=O)(c1ccccc1)N1CCN=C1SCc1cccnc1 | 2 | 0 | 6 | -0.2 | 13 | -1.2 | 2 | 6 | -0.6
COc1cc(OC)c(OC)cc1CN1CCN(c2ccc(F)cc2)CC1 | -12 | -1 | -2 | 0.0 | 6 | 1.9 | -2 | 4 | -1.1
COC(=O)C1CSC(C)(C)C(=O)N1 (configuration not stated) | -4 | 2 | 8 | 1.0 | -14 | -0.7 | 1 | -3 | 1.5
O=C(CCn1c(=O)oc2ccccc21)NCCCN1CCN(c2ccc(F)cc2)CC1 | -1 | 0 | 7 | 0.5 | 43 | -1.1 | 0 | 9 | -0.3
COc1ccc(CCNc2ncnc3c2oc2ccccc23)cc1OC | -3 | 51* | 62* | 3.7 | . | -17 | -2 | 5 | 10
CCCCCC1CC1C(=O)N/N=C/c1ccc(N(C)C)cc1 (configuration not stated) | -7 | 3 | 4 | -0.3 | 47 | -2.4 | -1 | -16 | -1.5
COc1ccc(C(=O)O)nc1C | -1 | -1 | -5 | 0.9 | -2 | 2.5 | 0 | -2 | 0.9
CCOC(=O)C(NC(=O)c1ccccc1)(OCC1(CC)COC1)C(F)(F)F (configuration not stated) | -3 | 0 | 6 | 0.6 | 14 | -1.0 | 0 | 28 | 0.9
Cc1c(CC(=O)O)c(=O)oc2cc3oc4c(c3cc12)CCCC4 | -8 | -2 | -2 | 0.5 | -4 | 2.7 | -2 | -15 | 0.3
CCOC1=C/C(=C/c2c(N)n3nc(-c4ccccc4)sc3nc2=O)C=CC1=O | -16 | 0 | 6 | -0.2 | 23 | 0.0 | -2 | 22 | 0.7
Clc1ccc(Cl)c(Oc2ccc(Oc3nc(Cl)ccc3Cl)cc2)n1 | 1 | -2 | 3 | 0.1 | 6 | 0.6 | 1 | 16 | 0.4
CC(C)[C@H](NC(=O)NC1CCN(Cc2ccccc2)CC1)C(=O)O | -3 | -2 | -2 | 0.7 | -7 | 0.2 | 1 | 7 | 1.0
COc1ccccc1NS(=O)(=O)c1ccccc1C#N | -1 | 3 | 4 | 0.8 | -8 | -1.3 | 2 | 25 | 1.2
COc1ccc(C(=O)/C=C\N2CCOCC2)cc1 | -1 | 3 | 2 | 0.5 | 2 | -2.8 | -1 | 29 | 0.3
CCOC(=O)C1CCCN(C(=O)CSc2ccccc2)C1 (configuration not stated) | -6 | -2 | 2 | 0.1 | 14 | 3.8 | -3 | 26 | 0.6

Five compounds out of the list above, sorted by the number in TRPML3 ag, highest first:
| canonical_smiles | RBBP9 inh | TRPML3 ag | CHOP inhibitor | Wee1 degr inh |
| --- | --- | --- | --- | --- |
| O=C1/C(=C/c2ccc(F)cc2)SC(=S)N1Nc1ncc(C(F)(F)F)cc1Cl | 4 | 1.3 | 50 | -1 |
| COC(=O)NC(=S)Nc1ccc(Oc2ccc(Cl)cc2)c(Cl)c1 | -11 | 0.9 | 67 | -3 |
| COc1ccccc1NS(=O)(=O)c1ccccc1C#N | -1 | 0.8 | -8 | 2 |
| CCOC(=O)C(NC(=O)c1ccccc1)(OCC1(CC)COC1)C(F)(F)F (configuration not stated) | -3 | 0.6 | 14 | 0 |
| Cc1c(CC(=O)O)c(=O)oc2cc3oc4c(c3cc12)CCCC4 | -8 | 0.5 | -4 | -2 |

The listing picks up; the two compounds before the break are reprinted first.
SMILES | RBBP9 inh | Ba/F3 V617F tox | BaF3 tox | TRPML3 ag | CHOP inhibitor | TNF necrop inh | Wee1 degr inh | PPC-1+TRAIL kill | zfTRPN1 agonist
COc1ccc(C(=O)/C=C\N2CCOCC2)cc1 | -1 | 3 | 2 | 0.5 | 2 | -2.8 | -1 | 29 | 0.3
CCOC(=O)C1CCCN(C(=O)CSc2ccccc2)C1 (configuration not stated) | -6 | -2 | 2 | 0.1 | 14 | 3.8 | -3 | 26 | 0.6
O=C(CSc1ccccc1C(=O)O)Nc1cccc(C(=O)O)c1 | 7 | -5 | 4 | 0.4 | 47 | 1.6 | 0 | 13 | 0.4
Cc1cccc(NC(=O)C2CCCN(S(=O)(=O)c3cccc4nsnc34)C2)n1 (configuration not stated) | -6 | 0 | 4 | 0.1 | 18 | -4.3 | 0 | 4 | 1.3
COc1ccc(CNC(=O)CSc2ccsc2[N+](=O)[O-])cc1 | -6 | 4 | 9 | -1.4 | -23 | 1.4 | -4 | 2 | -1.5
Cc1cc(N2CCN(C)CC2)nc2ccc(NC(=S)NCCCN3CCc4ccccc4C3)cc12 | -4 | 1 | 7 | 0.9 | 4 | -2.6 | 0 | 13 | 0.3
COc1ccc(-c2nc(N)nc(C(F)(F)F)c2-c2cscn2)c(O)c1 | -4 | 0 | 2 | 0.6 | -8 | 3.4 | -3 | -15 | 0.9
COCC(C)NC(=O)COc1ccc(Cl)cc1Cl (configuration not stated) | -5 | -3 | -1 | 2.5 | 21 | -0.2 | 2 | 5 | 4.0
Cc1ccc(Cl)cc1Nc1nc(-c2sc(NC(=O)c3ccco3)nc2C)cs1 | -12 | 0 | 3 | 0.4 | 39 | -13 | -2 | 8 | 0.7
Cc1cc(=O)n(C)c(=O)n1CCCCCCOc1ccc([N+](=O)[O-])cc1 | 1 | 1 | 6 | 1.7 | 44 | 1.1 | 5 | 33 | 1.6
O=C(O)COc1ccccc1/C=N/NC(=O)CSc1nc2ccccc2n1Cc1ccccc1Cl | -2 | 0 | -3 | 0.3 | 8 | -0.8 | -1 | -14 | 0.8
COc1ccc(/C=C2\Cc3ccccc3C2=O)cc1OC | -10 | 2 | -3 | 0.0 | -7 | -1.5 | -3 | 12 | -1.0
O=C(c1cccs1)N1CCN(c2nnc(-c3ccccc3)c3ccccc23)CC1 | -8 | 2 | 5 | 0.7 | 26 | -0.7 | -5 | 8 | 0.2
COc1cccc(C(=O)Nc2ccc(NC(=O)C3CC3)cn2)c1 | 3 | -3 | 1 | 0.9 | -13 | -2.9 | 3 | 19 | -0.4
COc1ccccc1C1C(C#N)=C(N)Oc2c1oc(CO)cc2=O (configuration not stated) | 3 | -5 | 4 | 0.0 | 9 | 0.1 | -3 | 2 | -0.2
O=C1CC(c2ccccc2)n2nc(NC(=O)c3cccs3)nc2N1 (configuration not stated) | -2 | -1 | 3 | 0.4 | -22 | 1.8 | -3 | 4 | 0.9
O=C(CCn1c(=O)sc2ccccc21)Nc1nccs1 | -13 | -4 | 2 | 0.0 | -3 | 0.4 | -2 | 20 | -0.8
COc1ccc(CN2CCCCC2C(=O)Nc2ccc(OC)c(OC)c2)cc1OC (configuration not stated) | 0 | -2 | 1 | 0.1 | 31 | 0.7 | 7 | -2 | 1.7
CC(C)n1c(CNC(=O)c2ccccc2)nc2ccccc21 | 0 | -1 | 14 | 0.4 | 30 | 2.8 | -1 | 8 | 0.0
Cc1ccc(C2N(c3cccc(Cl)c3)C(=O)C3CCCN32)o1 (configuration not stated) | -9 | -4 | 0 | 0.4 | 12 | 0.5 | -1 | 20 | 1.4
COc1cccc(-n2cnc3sc(C)cc3c2=O)c1 | -2 | 1 | 9 | -0.1 | 9 | -0.2 | 0 | 16 | 1.5
O=C(COC(=O)[C@H](Cc1ccccc1)NC(=O)c1ccco1)NCc1ccccc1 | -5 | -4 | 0 | -0.3 | -5 | -0.8 | 1 | 3 | -1.5
CCCCn1nc(C(=O)NC2=NCCS2)c2ccccc2c1=O | -7 | 3 | 5 | 0.2 | 17 | -5.3 | 0 | 36 | 1.8
CCCCNC(=O)CCC(=O)Nc1ccc2nc(N3CCCCC3)cc(C)c2c1 | -3 | 2 | 4 | 0.7 | -14 | 3.1 | 1 | 1 | 1.0
CCOC(=O)c1cc2c(ccn2C)n1CC(=O)N1C(C)CCCC1C (configuration not stated) | 2 | -3 | -1 | 0.2 | 58 | 0.7 | -3 | 7 | -1.2
CC(Cc1ccccc1)NC(=O)/C=C/c1ccc([N+](=O)[O-])cc1 (configuration not stated) | 4 | 0 | 9 | 0.2 | 0 | 1.0 | 2 | 1 | -0.9
CN(C)c1ccc(C(=O)NNC(=O)Nc2ccccc2)cc1 | 4 | -2 | 7 | 0.6 | 4 | 1.3 | -3 | -8 | 0.7
O=C1C2CC=C(Cl)CC2C(=O)N1CCc1ccccc1 (configuration not stated) | -3 | 2 | 5 | 1.0 | 11 | -3.7 | 3 | -22 | 1.1
COc1nccnc1NS(=O)(=O)c1ccc(NC(=S)NC(=O)c2cccnc2)cc1 | -11 | 0 | 4 | 0.1 | 1 | -0.7 | -1 | 29 | 2.3
